Source: PubChem (several laboratories)
Bcl-B displacement: displacers of TR3 peptide from Bcl-B, primary screen, selectivity assay for Bfl-1 inhibitor project, biochemical, fluorescence polarization; FP displacement of FITC-TR3 peptide from Bcl-B; higher % means a stronger effect; displacement, % at 20 µM, or IC50 in µM where a hit was titrated; 0.11% of 96,000 active;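 active means displacement above 50% at 20 µM plus a fluorescence interference ratio under 1.5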;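 further: plate controls were wells without compound for no effect and wells lacking Bcl-B protein for full effect; a part of the inactive calls stands beside numbers as strong as those of hits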
MRP reversal: MRP-mediated drug resistance reversal; 0.04% of 85,000 active; H69AR cells + 2 uM doxorubicin, CellTiter-Glo, 72 h; differential viability (reversal), % at 10 µM; AID 602;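 active means viability drop by adding the cancer drug above about 55%, with treated viability meeting a 40% cutoff, limit read from the data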;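 further: viability without doxorubicin minus viability with 2 µM doxorubicin for each compound; larger differential means the compound sensitizes cells more to doxorubicin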
NFkB transloc inh: blocks IL-1B driven NFkB nuclear translocation in HUVEC cells. HUVEC IL-1B NFkB p65 nuclear translocation imaging. inhibition, % at 2 µM. AID 796. 0.43% of 94,000 active;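 active means inhibition above about 30% together with a positive call from visual inspection of the well image, limit read from the data; inconclusive means inhibition above a set limit but visual check negative; inactive means inhibition not above a set limit, visual check negative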;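 further: nuclear over cytoplasmic p65 intensity ratio measured by imaging; 0% = IL-1B stimulated DMSO wells and 100% = unstimulated DMSO wells; values of inactives mirror those of a sister screen read the other way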
NFkB transloc pot: enhances IL-1B driven NFkB nuclear translocation; HUVEC IL-1B NFkB p65 nuclear translocation imaging; activation, % at 2 µM; 0.3% of 94,000 active; AID 819;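 active means activation above 40%, about the mean plus 3 SD, also judged a hit on visual image review; inconclusive means activation above 40% but not a hit on visual review; inactive means activation not above 40% and no visual hit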;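 further: percent activation is computed from the nuclear over cytoplasmic p65 intensity ratio; values of inactives mirror those of a sister screen read the other way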
PLAP inhibition: inhibition of human placental alkaline phosphatase – biochemical, luminescence, HTS (AID 690). purified PLAP, luminescent substrate; higher % means a stronger effect. inhibition, % at 20 µM; hits with a dose series show IC50 in µM. 0.08% of 96,000 active; in the data active means a potency from the dose series; inactive means the rest, 99 in 100 with inhibition below about 30%; further: strong numbers were not always called active
MRP reversal cytotoxicity: second read-out of MRP reversal, no call of its own (marks repeat the call); viability, %; H69AR cells, CellTiter-Glo, 72 h; measured here: cytotoxicity without doxorubicin
MRP reversal with doxorubicin: second read-out of MRP reversal, no call of its own (marks repeat the call); viability, %; measured here: viability with 2 uM doxorubicin; stronger effect = lower value
NFkB transloc inh cell count 2 µM: further read-out of NFkB transloc inh, marked with its call; cell count; measured here: cells passing quality filter;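 raw number of nuclei counted in each imaged well without normalization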
NFkB transloc pot cell count 2 µM: also measured in NFkB transloc pot; calls as there; cell count; measured here: cells passing quality filter
Active calls of the source: *; ? = inconclusive; . = not tested or not shown. These rows are one share of the data, so the mix of outcomes need not match the whole.

SMILES | Bcl-B displacement | MRP reversal | MRP reversal cytotoxicity | MRP reversal with doxorubicin | NFkB transloc inh | NFkB transloc inh cell count 2 µM | NFkB transloc pot | NFkB transloc pot cell count 2 µM | PLAP inhibition
Clc1ncnc2c1oc1ccccc12 | 3% | . | . | . | 5 | 143 | -5 | 143 | 1%
CCOCCCNC(=O)C1CCN(c2cc(C)nc3c(-c4ccc(OC)c(OC)c4)c(C)nn23)CC1 | 2% | -2 | 33 | 35 | 16 | 126 | -16 | 126 | -64%
CCCS(=O)(=O)N1CCCC(C(=O)N2CCOCC2)C1 (stereo not given) | 20% | -3 | 86 | 90 | -11 | 173 | 11 | 173 | -5%
O=c1ccc(Oc2nc(N3CCOCC3)nc(N3CCOCC3)n2)n[nH]1 | -4% | -7 | 80 | 87 | -10 | 169 | 10 | 169 | 17%
CCOc1ccc2[nH]c(S(=O)(=O)CC)nc2c1Cl | -4% | -5 | 87 | 91 | -7 | 148 | 7 | 148 | 7%
CC1=C(C(=O)OCC2CCCO2)C(c2ccccc2Cl)NC(=O)N1 (stereo not given) | . | -4 | 87 | 91 | 18 | 86 | -18 | 86 | .
CC(C)CCN1CC(C(=O)NC(C)C)CC1=O (stereo not given) | -3% | -3 | 88 | 91 | . | . | . | . | 8%
CCOC(=O)CSc1nnc(CSc2nc3sc4c(c3c(=O)[nH]2)CCC4)n1C | -12% | -3 | 99 | 102 | . | . | . | . | -24%
Cc1[nH]c(=O)c(C(=O)/C=C/c2ccccc2F)c2c1CCCC2 | -6% | . | . | . | 8 | 107 | -8 | 107 | -4%
CCS(=O)(=O)N1CCC(C(=O)NCc2cccnc2)CC1 | 2% | -2 | 94 | 96 | -2 | 156 | 2 | 156 | 8%
CC(=O)c1cccc(S(=O)(=O)N(Cc2cc3cc4c(cc3[nH]c2=O)OCCO4)CC2CCCO2)c1 (stereo not given) | 3% | 2 | 76 | 74 | 5 | 82 | -5 | 82 | -15%
Cc1cc(Oc2ccccc2)nc(SCC(N)=O)n1 | -4% | -12 | 85 | 96 | 0 | 148 | 0 | 148 | 4%
CCOC(=O)N1CC=C2C(C#N)=C(N)C(C#N)(C#N)[C@H](c3ccc(OCC)c(OCC)c3)[C@H]2C1 | -49% | 3 | 26 | 23 | 8 | 178 | -8 | 178 | -3%
O=C(Nc1nccs1)c1cc(S(=O)(=O)N2CCCCC2)ccc1Cl | -12% | -1 | 92 | 93 | . | . | . | . | -26%
CCC(C)N(NC(C)=O)c1nc(Cl)nc(NC(C)C)n1 (stereo not given) | -6% | . | . | . | 4 | 178 | -4 | 178 | -2%
CN=C(NC)SC1CC(=O)N(c2ccccc2)C1=O (stereo not given) | -4% | 0 | 90 | 91 | -79 | 173 | ? | . | 10%
CC1Cc2cc(-c3csc(NC(=O)Cc4ccccc4)n3)ccc2N1S(C)(=O)=O (stereo not given) | 4% | -9 | 92 | 101 | -7 | 87 | 7 | 87 | -60%
Cc1ccc(C(=O)Nc2cc(Cl)ccc2OC(=O)c2ccc(C)cc2)cc1 | -4% | . | . | . | . | . | . | . | -6%
CC1(C)Cc2c(sc3nc4n(c(=N)c23)CCCCC4)CO1 | 8% | 8 | 98 | 90 | -6 | 161 | 6 | 161 | 1.9µM*
Cc1ccc(Cn2c(N)c(S(=O)(=O)c3cccs3)c3nc4ccccc4nc32)cc1 | -4% | . | . | . | -12 | 190 | 12 | 190 | -8%
Cc1ccc2c3c1C1(C(=O)N3C(C)(C)CC2C)C(C#N)=C(N)Oc2cc(O)ccc21 (stereo not given) | -8% | 3 | 85 | 82 | -23 | 119 | 23 | 119 | 8%
COc1ccc(NC(=O)c2ccc(Br)o2)c([N+](=O)[O-])c1 | -7% | . | . | . | 4 | 101 | -4 | 101 | -3%
Cc1sc(NC(=O)C2CCCCC2)c(C#N)c1-c1ccccc1 | -9% | . | . | . | . | . | . | . | 2%
COc1ccc(NC(=O)N2CCn3c2nc2ccccc23)cc1 | -6% | -4 | 68 | 72 | 19 | 171 | -19 | 171 | -2%
C=CCOC(=O)C(C#N)c1nc2ccccc2nc1N1CCC(C(=O)OCC)CC1 (stereo not given) | 0% | 0 | 39 | 39 | . | . | . | . | -2%
Cn1c(=O)[nH]c(=O)c2c1nc(N1CCCC1)n2CC(O)COc1ccccc1 (stereo not given) | 1% | -6 | 87 | 93 | 6 | 187 | -6 | 187 | 1%
COC(=O)c1ccc(NC(=O)CN(c2ccc(C)cc2)S(=O)(=O)c2c(C)n[nH]c2C)cc1 | -4% | -13 | 70 | 83 | 6 | 214 | -6 | 214 | 4%
Cc1ccc(/C=N/Nc2ccc3c(C(F)(F)F)cc(C(F)(F)F)nc3n2)cc1 | -9% | . | . | . | -16 | 106 | 16 | 106 | 22%
COc1cc(C2c3c(-c4ccccc4)n[nH]c3C(=O)N2c2ccccc2)ccc1O (stereo not given) | -2% | 27 | 83 | 56 | -5 | 140 | 5 | 140 | -122%
O=c1c(-c2ccccc2)c(O)nc2ccccn12 | 2% | 1 | 76 | 75 | -63 | 212 | ? | . | 18%

Some of the entries above, set out differently.
Every second line gives: Bcl-B displacement, MRP reversal, MRP reversal cytotoxicity, MRP reversal with doxorubicin, NFkB transloc inh, NFkB transloc inh cell count 2 µM, NFkB transloc pot, NFkB transloc pot cell count 2 µM, PLAP inhibition
> CC1(C)Cc2c(sc3nc4n(c(=N)c23)CCCCC4)CO1
→ 8%, 8, 98, 90, -6, 161, 6, 161, 1.9µM*
> Cc1ccc(Cn2c(N)c(S(=O)(=O)c3cccs3)c3nc4ccccc4nc32)cc1
→ -4%, ., ., ., -12, 190, 12, 190, -8%

Next section:
SMILES | Bcl-B displacement | MRP reversal | MRP reversal cytotoxicity | MRP reversal with doxorubicin | NFkB transloc inh | NFkB transloc inh cell count 2 µM | NFkB transloc pot | NFkB transloc pot cell count 2 µM | PLAP inhibition
O=C1CC(c2cccs2)CC(O)=C1C=NCCN1CCNCC1 (stereo not given) | 2% | -8 | 86 | 95 | -10 | 118 | 10 | 118 | -40%
Cn1ncc2nc[nH]c(=O)c21 | -3% | 2 | 106 | 104 | -29 | 131 | 29 | 131 | 16%
O=C(CN1CCN(c2ccccn2)CC1)NC(=O)NC1CCCCC1 | 7% | -3 | 89 | 92 | -26 | 121 | 26 | 121 | -38%
O=c1c2ccccc2nc(COc2ccccc2)n1/N=C/c1ccco1 | -5% | -7 | 75 | 82 | 13 | 99 | -13 | 99 | -48%
Cc1ccc(CNC(=O)C2C3C=CC4(CN(Cc5cccnc5)C(=O)C24)O3)cc1 (stereo not given) | -7% | 17 | 90 | 73 | -3 | 159 | 3 | 159 | -5%
Cc1ccc(CSc2nc3ccccc3cc2C=O)cc1 | 4% | . | . | . | 36* | 42* | -36 | 42 | -2%
COc1ccccc1C(=O)Nc1ccc(-c2nnc(SCC(=O)O)n2C)cc1 | 3% | 7 | 94 | 88 | 8 | 193 | -8 | 193 | -34%
Cc1ccc(NC(=O)COC(=O)C2CCC(=O)N2)c(S(=O)(=O)N2CCOCC2)c1 (stereo not given) | -5% | -13 | 91 | 105 | -4 | 182 | 4 | 182 | -6%
Cc1cn2nc(N)c3ccccc3c2n1 | 1% | -54 | 47 | 100 | . | . | . | . | 16%
CCC(CC)C(=O)Nc1c(C)n(C)n(-c2ccccc2)c1=O | -10% | 5 | 97 | 92 | -8 | 155 | 8 | 155 | 12%
Cc1ccc(NC(=O)CC2SC(=O)N(c3ccccc3)C2=O)cc1 (stereo not given) | . | -8 | 102 | 110 | 3 | 136 | -3 | 136 | .
CCCCOC(=O)Nc1ccc(C)c(Cl)c1 | -10% | -1 | 85 | 86 | 28 | 6 | -28 | 6 | 4%
O=C(COC(=O)C1=COCCO1)Nc1ccc(Oc2ccccc2)cc1 | 4% | . | . | . | -8 | 138 | 8 | 138 | 4%
CCC(=O)N=c1sc2c(C)cc(C)cc2n1CC(=O)OC | 0% | 11 | 85 | 74 | 4 | 185 | -4 | 185 | 12%
Cc1ccc(NC(=O)C2CC=CCC2C(=O)N2CCCCC2)cc1 (stereo not given) | -4% | 4 | 96 | 92 | -15 | 163 | 15 | 163 | -3%
CC(C)(C)NS(=O)(=O)c1ccc(NC(=O)NC2CCCCC2)cc1 | -3% | . | . | . | -3 | 144 | 3 | 144 | 5%
CCc1nc(SCC(=O)Nc2c(C)nn(C)c2C)c2cnn(-c3ccccc3)c2n1 | 5% | 39 | 47 | 8 | 12 | 163 | -12 | 163 | -9%
CC(C)Oc1ccc(C(=O)Nc2cc(=O)n(C)c(=O)n2C)cc1 | 15% | 11 | 95 | 84 | -7 | 187 | 7 | 187 | 6%
CN(C(=O)c1ccc(=O)[nH]c1)C1(C(=O)NC2CCCCC2)CCCCC1 | 5% | -18 | 94 | 112 | 8 | 107 | -9 | 107 | -3%
CC(=O)OCCN1C(=O)c2cccnc2C1=O | 0% | 11 | 102 | 91 | -16 | 105 | 16 | 105 | -12%
CC(C)C(NS(=O)(=O)c1ccc2c(c1)oc(=O)n2C)C(=O)N1CCN(C2CCCCC2)CC1 (stereo not given) | 18% | 8 | 88 | 80 | -2 | 182 | 3 | 182 | -51%
COc1cccc(Nc2nc(NCCO)c3ccccc3n2)c1 | 6% | . | . | . | 2 | 131 | -2 | 131 | 2%
NC(=O)c1sc2nc(-c3ccco3)ccc2c1N | -9% | . | . | . | 5 | 164 | -5 | 164 | -10%
O=C(Nc1ncnc2sc3c(c12)CCCCC3)c1ccccc1 | 6% | -8 | 50 | 58 | 2 | 140 | -3 | 140 | 0%
Cn1c(SCC(=O)Nc2cccc(O)c2)nnc1-c1ccc(S(=O)(=O)N2CCOCC2)cc1 | -1% | 0 | 89 | 89 | -10 | 117 | 10 | 117 | 6%
CCOC(=O)C1CCCN(C(=O)CSc2nccn2C)C1 (stereo not given) | -2% | -14 | 96 | 111 | -36 | 89 | 36 | 89 | 3%
Cc1ccc(S(=O)(=O)NCCNC(=O)C2CCCNC2=O)cc1 (stereo not given) | -8% | -30 | 55 | 85 | -11 | 141 | 11 | 141 | 8%
CS(=O)(=O)N(CC(=O)NCCSC1CCCCC1)c1ccc2c(c1)OCO2 | -5% | 10 | 92 | 82 | 16 | 92 | -16 | 92 | -8%
O=C(NCN1C(=O)C2C3C=CC(C3)C2C1=O)OC1CCCCC1 (stereo not given) | -6% | 5 | 96 | 91 | -48 | 136 | ? | . | -2%
Cc1ccc2nc3c(cc(C#N)c(=O)n3CCN3CCOCC3)c(=O)n2c1 | 35% | 6 | 92 | 85 | . | . | . | . | -3%
Cc1cccc(NC(=S)N2CCC(C(=O)c3ccc(F)cc3)CC2)c1C | 3% | . | . | . | -9 | 128 | 9 | 128 | 14%
O=C1c2cccnc2-c2ncccc21 | -7% | 14 | 103 | 89 | 6 | 50 | -6 | 50 | 4%
Cc1nc2ccc(S(=O)(=O)NCC(=O)NCc3ccc4c(c3)OCO4)cc2s1 | -8% | 12 | 90 | 78 | -12 | 120 | 12 | 120 | 12%
CCn1ncc(Br)c1C(=O)Nc1cc(C)ccc1F | 3% | -7 | 93 | 100 | -1 | 173 | 1 | 173 | 4%
CC(=O)Oc1cccc(N2C(=O)C3C4C=CC(C4)C3C2=O)c1 (stereo not given) | 10% | 10 | 99 | 90 | 16 | 128 | -16 | 128 | 5%
CC(C)N1CC23C=CC(O2)C(C(=O)OCc2ccccc2)C3C1=O (stereo not given) | . | -1 | 95 | 96 | 22 | 51 | -22 | 51 | .
